Assay outcomes as filed in PubChem BioAssay.
aSyn UTR inh – 5' untranslated region of α-synuclein, MLPCN primary screen | alpha-synuclein 5'UTR reporter, inhibitor activity | inhibition, % (tested at 7.5 µM) | 0.82% of 300,000 active | AID 1813; in the data active = inhibition above about 60%;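 note: H4 neuroglioblastoma cells stably carrying SNCA 5'UTR luciferase fusion; 0% = DMSO wells and 100% = positive control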
KLF5 inh – suppresses KLF5 promoter-driven expression; 0.23% of 290,000 active; AID 1700; DLD-1 KLF5 promoter-luciferase reporter, luminescence; inhibition, % at 5 µM;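 active = inhibition above a per-plate limit of that plate's mean compound inhibition plus 3 SD, cut at about 60% in these data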;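 note: 0% = DMSO wells and 100% = LY294002 at 200 µM; higher means less KLF5 promoter-driven luciferase light; inactives centre near -14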
IEC-6 cytotox – kills IEC-6 intestinal cells in KLF5 counter-screen | IEC-6 cytotoxicity, luminescence viability | inhibition, % at 5 µM | 0.78% of 290,000 active | AID 1825; in the data active = inhibition above about 22%;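 note: 0% = plate median of test compound wells and 100% = cytotoxic reference compound wells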
HSF1 inhib – HSF1 inhibition. NIH3T3-HGL HSE-luciferase, MG132-induced, luminescence 8 h; hits give low values. activity change, negative = inhibition, % at 7.5 µM (by protocol). 0.77% of 300,000 active. AID 2098;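 active = more than half of replicate wells show activity change below -50%, luminescence cut by over half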;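 note: luciferase reports HSF-1 transcriptional activity via heat shock element; 0% = median of DMSO wells and -100% = zero luminescence signal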
Dyrk1A ADPGlo – blocks rat Dyrk1A kinase activity; 0.43% of 310,000 active; AID 504441; Q63470; ADP-Glo luminescence, NFATc1 peptide; inhibition, % at 12.5 µM; in the data active = inhibition above about 50%;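 note: plate controls were vehicle with enzyme for no effect and no enzyme for full effect; many of its hits are not listed in these tables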
Platelet DG rel – modulates dense granule release in human platelets | human platelet-rich plasma, SFLLRN dense granule ATP release, luminescence | inhibition, %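 (compounds screened at 7.5 µM in platelet-rich plasma)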 | 0.22% of 300,000 active | AID 1663;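 active = mean replicate score, as percent of positive control, at or above 50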
HSP90 refold inh – HSP90 refolding inhibition in rabbit reticulocyte lysate | luciferase refolding luminescence, 3 h | inhibition, % at 5.6 µM | 0.91% of 290,000 active | AID 1789;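 active = inhibition above the screen-wide mean plus 3 SD, computed separately per campaign, cut at about 16% in these data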;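 note: 0% = DMSO wells and 100% = 60 µM geldanamycin wells; inhibitors lower the luminescence because luciferase stays unfolded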
GSK3B inh – inhibitors of human GSK3beta kinase; AID 2097; P49841; activity score (negative = inhibition), % at 10 µM; 0.038% of 300,000 active; GST-GSK3beta kinase, ADP-Glo luminescence, 60 min; hits give low values;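 active = more than half of replicate wells score below -50%, meaning over 50% inhibition versus plate controls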;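 note: 0% = median DMSO wells and -100% = median GW8510 positive control wells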
Target sequence (P49841 whole entry, looked up): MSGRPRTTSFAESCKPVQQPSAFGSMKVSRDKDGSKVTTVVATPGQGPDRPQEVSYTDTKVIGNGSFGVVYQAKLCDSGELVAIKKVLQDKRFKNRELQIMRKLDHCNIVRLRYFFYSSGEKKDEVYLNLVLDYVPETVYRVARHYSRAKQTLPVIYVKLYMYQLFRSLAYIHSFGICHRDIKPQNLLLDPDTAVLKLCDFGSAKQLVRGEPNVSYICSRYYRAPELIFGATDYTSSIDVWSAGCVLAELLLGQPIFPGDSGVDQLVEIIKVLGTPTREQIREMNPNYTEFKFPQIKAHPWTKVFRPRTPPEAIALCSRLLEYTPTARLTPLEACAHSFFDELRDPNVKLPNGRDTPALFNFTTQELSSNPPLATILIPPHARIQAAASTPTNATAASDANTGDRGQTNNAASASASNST
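test system = GST-tagged human GSK3beta kinase, cell-free | reagent = 25 µM ATP with peptide substrate | dosing = one dose of 10 µM per compound | schedule = 60 min reaction, RT | detection = luminescent ADP-Glo measurement of ADP formed | control set = DMSO neutral wells and GW8510 at 20 µM as positive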
GSK3 alpha inh – human GSK-3 alpha kinase inhibition; P49840; ADP-Glo luminescence, 60 min; inhibition, % at 10 µM; 0.1% of 320,000 active; AID 2650;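 in the data active = inhibition above about 50%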;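 note: GST-tagged GSK-3 alpha with peptide substrate and 25 µM ATP; 0% = DMSO neutral wells and 100% = GW8510 positive control wells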
Target sequence (P49840 whole entry, looked up): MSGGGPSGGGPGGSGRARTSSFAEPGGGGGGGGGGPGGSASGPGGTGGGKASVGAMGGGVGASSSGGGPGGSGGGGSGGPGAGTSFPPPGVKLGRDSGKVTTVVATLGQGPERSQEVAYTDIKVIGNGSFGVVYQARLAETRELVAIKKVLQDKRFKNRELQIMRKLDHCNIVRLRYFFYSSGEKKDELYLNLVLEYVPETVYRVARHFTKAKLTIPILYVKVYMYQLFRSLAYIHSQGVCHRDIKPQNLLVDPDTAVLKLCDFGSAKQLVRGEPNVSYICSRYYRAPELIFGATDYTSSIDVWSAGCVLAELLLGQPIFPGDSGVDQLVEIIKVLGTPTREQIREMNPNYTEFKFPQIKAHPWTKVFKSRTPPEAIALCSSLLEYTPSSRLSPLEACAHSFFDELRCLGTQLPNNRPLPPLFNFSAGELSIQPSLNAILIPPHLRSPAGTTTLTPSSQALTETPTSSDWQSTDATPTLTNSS
HSF1 activator – increases HSF-1 driven luciferase reporter signal; NIH3T3-HGL HSF-1 luciferase reporter, MG132, 8 h; 100% = twice DMSO control signal; activation, % at 9 µM; 1.7% of 300,000 active;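 active = mean replicate activation of at least 50% with a set share of replicates each reaching 50%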;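 note: 0% = median of the neutral control wells and 100% = twice that signal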
The depositor's hits bear a star; · = no result given. Only part of the results is shown (hit frequency here may not be typical).

#	smiles	aSyn UTR inh	KLF5 inh	IEC-6 cytotox	HSF1 inhib	Dyrk1A ADPGlo
1	CC(=O)c1ccc(NC(=O)c2cnn3c(C(F)F)cc(C4CC4)nc23)cc1	-10	-49	-5	-3	2
2	COC(=O)N/N=C/c1cc(Cl)c(OCc2ccc(F)cc2)c(OC)c1	21	-2	-13	-3	-1
3	CC(CCc1ccccc1)NC(=O)c1ccccc1F (stereo not drawn)	20	-12	0	-1	·
4	CC(C)CC(=O)Nc1ccc(C(=O)NNC(=O)C(c2ccccc2)c2ccccc2)cc1	-2	8	-1	-6	2
5	CCCc1ccc(C(=O)N2CCN(c3ccccc3OCC)CC2)cc1	12	-9	4	-1	2
6	Cc1c(C)c(C)c(S(=O)(=O)n2[nH]c(=O)c(CCO)c2C)c(C)c1C	12	-25	1	11	1
7	CCc1ccc(C(=O)NNC(=O)CC2OC(=O)c3ccccc32)cc1 (stereo not drawn)	-17	·	·	3	4
8	NC(=O)c1cc2ccccc2o/c1=N/NC(=O)c1cccc(Cl)c1	-7	0	-11	-3	-6
9	COCc1cc(=O)n2[nH]c(-c3ccco3)cc2n1	-11	4	-3	-1	13
10	COc1ccc(C(=O)NCCNC(=O)c2cnccn2)cc1OC	-7	-18	-1	-3	-1
11	OCCC1CN(C/C(Cl)=C/c2ccccc2)CCN1C1CCCC1 (stereo not drawn)	-18	-27	-8	-4	3
12	CC(C)Sc1ccc([N+](=O)[O-])cc1C(=O)Nc1ccncc1	25	-4	4	-5	-1
13	Cc1cc2oc(C(=O)Nc3c(C)n(C)n(-c4ccccc4)c3=O)c(C)c2cc1C	-63	5	1	-5	-6
14	C=CCNC(=S)NNC(=O)c1cc(Cl)ccc1OC	-4	-2	13	5	·
15	CN(C)CCCNc1oc(-c2ccccc2Cl)nc1S(=O)(=O)c1ccc(F)cc1	-48	-30	6	-5	-3

#	Platelet DG rel	HSP90 refold inh	GSK3B inh	GSK3 alpha inh	HSF1 activator
1	-3	-4	4	-2	-2
2	-22	4	0	1	-11
3	1	2	1	-3	13
4	-1	-1	1	-3	22
5	2	3	3	-1	4
6	-3	0	1	1	16
7	3	·	-2	1	-7
8	4	-3	3	-1	-1
9	1	0	1	-3	14
10	-5	2	-2	5	-7
11	3	-11	1	-6	-4
12	9	-1	1	-1	-5
13	-10	3	-3	0	-2
14	2	2	2	-1	19
15	-7	4	4	0	9

Whole records, looked up by structure. Values in the order: aSyn UTR inh, KLF5 inh, IEC-6 cytotox, HSF1 inhib, Dyrk1A ADPGlo, Platelet DG rel, HSP90 refold inh, GSK3B inh, GSK3 alpha inh, HSF1 activator
NC(=O)c1cc2ccccc2o/c1=N/NC(=O)c1cccc(Cl)c1 across the screens: -7, 0, -11, -3, -6, 4, -3, 3, -1, -1
CC(CCc1ccccc1)NC(=O)c1ccccc1F (stereo not drawn) across the screens: 20, -12, 0, -1, ·, 1, 2, 1, -3, 13
CCCc1ccc(C(=O)N2CCN(c3ccccc3OCC)CC2)cc1 across the screens: 12, -9, 4, -1, 2, 2, 3, 3, -1, 4
COC(=O)N/N=C/c1cc(Cl)c(OCc2ccc(F)cc2)c(OC)c1 across the screens: 21, -2, -13, -3, -1, -22, 4, 0, 1, -11
Cc1c(C)c(C)c(S(=O)(=O)n2[nH]c(=O)c(CCO)c2C)c(C)c1C across the screens: 12, -25, 1, 11, 1, -3, 0, 1, 1, 16

The results go on:
#	smiles	aSyn UTR inh	KLF5 inh	IEC-6 cytotox	HSF1 inhib	Dyrk1A ADPGlo
16	COc1ccc(NC(=O)CCCC(=O)c2ccccc2)cc1OC	8	-32	-4	5	0
17	CCN(CC(=O)Nc1c(F)cccc1F)C(=O)Cc1csc(-c2ccccc2)n1	15	·	·	-3	3
18	Cc1ccccc1NC(=O)C1CCCN1S(=O)(=O)c1cccc2cccnc12 (stereo not drawn)	-29	-12	1	-3	1
19	c1ccc2c(Nc3ccc4c(c3)OCCO4)c3c(nc2c1)CCCC3	-82	-30	12	17	3
20	CCOc1ccc(NN=C(C(=O)OC)C(=O)OC)c([N+](=O)[O-])c1	-39	5	5	0	-15
21	CC(C)(C)c1cc(C(=O)Nc2cccnc2)cc(C(=O)Nc2cccnc2)c1	1	-13	8	-5	1
22	CCOc1ccc(-n2c(C)nc3cc(C(=O)NCCN4CCOCC4)ccc32)cc1	·	-27	3	·	12
23	S=C(Nc1ccccc1)N1CCN(Cc2ccccc2)CC1	-10	10	0	0	-9
24	CCOC(=O)c1c(CSc2nc(C)cc(C)c2C#N)n(C)c2cc(Br)c(OC(C)=O)cc12	41	-32	-14	-1	-3
25	CCOc1cc(/C=C2\C(=O)N(c3nc(-c4ccc(Br)cc4)cs3)N=C2c2ccccc2)ccc1O	15	-19	-7	11	-1
26	Cc1noc(C)c1-c1ccc2nc[nH]c(=O)c2c1	-24	·	·	4	7
27	O=C(OCn1nnc2ccccc2c1=O)c1cc(-c2ccccc2)nc2ccccc12	-11	12	4	-43	-3
28	c1ccc2c(c1)sc1nnnn12	25	-19	1	-6	-1
29	COc1ccc(CNC(=O)C2CCN(C(=O)Cc3ccccc3)CC2)cc1	-3	-12	2	3	0
30	CCc1nc(SCc2cc(Cl)ccc2OC)n[nH]1	32	-25	3	6	5

#	Platelet DG rel	HSP90 refold inh	GSK3B inh	GSK3 alpha inh	HSF1 activator
16	·	-7	-2	-3	7
17	2	·	1	-3	-7
18	17	1	-1	1	4
19	-10	0	2	-1	27
20	1	3	-1	0	3
21	-3	0	0	-1	-10
22	5	3	2	2	·
23	-29	10	-5	-1	3
24	-14	-4	1	-4	8
25	8	1	0	0	9
26	-4	·	-3	13	12
27	-3	-7	0	·	-58
28	-7	-1	3	2	5
29	-4	-1	-1	0	14
30	6	-3	-1	-3	2

(list continues)
#	smiles	aSyn UTR inh	KLF5 inh	IEC-6 cytotox	HSF1 inhib	Dyrk1A ADPGlo
31	Cc1cccc(-n2nc([N+](=O)[O-])c(N3CCN(C(=O)c4ccco4)CC3)[n+]2[O-])c1	12	-8	4	-1	5
32	CCOC(=O)N1CCN(C(=O)COc2ccc(S(=O)(=O)NC(C)C)cc2)CC1	-6	·	·	-2	2
33	O=C(NCc1ccccc1F)c1ccncc1	-12	-10	7	3	14
34	O=C(CSc1nnnn1-c1ccccc1)NCc1ccco1	4	-14	2	-12	1
35	CCCNC(=O)c1ccc2c(=O)c(O)c(-c3cccc(Br)c3)[nH]c2c1	84*	·	·	-52*	-1
36	COc1ccc(S(=O)(=O)N2CCN(CC(=O)Nc3cccc(F)c3)CC2)cc1	-6	-9	-5	14	0
37	O=C(Nc1nc2ccc(Cl)cc2s1)c1ccco1	-25	-111	-1	10	33
38	Cc1nn2c(NCc3ccccn3)cc(C(C)C)nc2c1-c1ccccc1	32	7	-9	4	4
39	CCn1c(CC(=O)Nc2ccccc2F)nnc1SCC(=O)Nc1nncs1	8	-39	0	0	-4
40	O=C(Nc1ccc(OCC(=O)N2CCC(Cc3ccccc3)CC2)cc1)c1ccco1	16	-57	-1	9	-3
41	Cc1ccnc(NS(=O)(=O)c2ccc(NC(=O)CN3C(=O)CCC3=O)cc2)n1	10	0	0	-2	0
42	CN(Cc1nc(Cc2ccccc2F)no1)CC1(N2CCOCC2)CCCCC1	10	5	0	0	-1
43	Cn1nc(C(=O)NCCCN2CCCCC2)c2c1-c1ccccc1S(=O)(=O)C2	-5	-34	0	1	1
44	COc1cc(/C=N/NC(=O)CC2C(=O)NN=C2C)ccc1O (stereo not drawn)	6	-15	-2	-3	8
45	O=C(c1nc2ncccn2n1)N1CCc2ccccc2C1	17	-5	-4	-2	0

#	Platelet DG rel	HSP90 refold inh	GSK3B inh	GSK3 alpha inh	HSF1 activator
31	-3	4	1	-2	-2
32	1	·	1	0	1
33	-2	2	-9	2	-17
34	8	-2	-1	0	-2
35	1	·	0	0	-61
36	6	-1	4	4	44
37	4	15	2	-2	27
38	0	0	-20	0	36
39	5	4	1	2	5
40	3	1	-2	-5	23
41	2	-1	-3	·	12
42	-24	-4	3	1	24
43	-3	-6	0	0	4
44	-5	3	-1	2	18
45	-7	-4	-2	0	-16

Additional results:
#	smiles	aSyn UTR inh	KLF5 inh	IEC-6 cytotox	HSF1 inhib	Dyrk1A ADPGlo
46	Cc1cc(C)c(S(=O)(=O)c2cc(F)ccc2C)c(=O)[nH]1	-14	-6	-1	-7	4
47	CCC(=O)Nc1nnc(-c2ccc(OC)cc2)o1	-17	6	2	10	4
48	COc1ccc(C2=NOC(C(=O)NCc3cccnc3)C2)cc1OC (stereo not drawn)	21	-23	4	-14	·
49	c1ccc(-c2nnsc2-c2ncc[nH]2)cc1	18	15	10	-3	·
50	Cc1c(C(=O)NC(C)C)sc2ncn(CC(=O)N3CCC(C)CC3)c(=O)c12	-10	-8	0	-10	2
51	CC(C)c1ccc(NC(=O)CSc2nc3ccsc3c(=O)n2Cc2ccc(C(=O)O)cc2)cc1	22	2	-3	-2	-5
52	NC(=O)c1ccc(N2CCNC(=O)C2)c([N+](=O)[O-])c1	1	-40	0	2	-2
53	Cc1c(N=C(N)/N=C(\N)Nc2ccc(Br)cc2)c(=O)n(-c2ccccc2)n1C	4	13	8	-3	-4
54	COc1ccc2c(C)c(CC(=O)N3C[C@H]4C[C@@H](C3)c3cccc(=O)n3C4)c(=O)oc2c1OC	21	-3	-1	-1	-4
55	Cc1nc2c3cc(Cl)ccc3n(CCN3CCCCC3)c2s1	7	16	41*	17	12
56	Cc1cc2oc(C(=O)NCc3ccncc3)c(C)c2cc1C	7	4	-2	5	7
57	COC(=O)c1ccc(NC(=S)Nc2ccc3ccccc3c2)cc1	-12	-10	4	-18	3
58	COc1ccccc1C(O)P(=O)(OCC(C)C)c1ccc(N(C)C)cc1 (stereo not drawn)	-12	-34	-5	2	-3

#	Platelet DG rel	HSP90 refold inh	GSK3B inh	GSK3 alpha inh	HSF1 activator
46	·	-1	2	2	-10
47	5	1	0	0	4
48	-3	-5	0	-5	-4
49	5	-1	2	-1	0
50	2	2	-4	-1	-17
51	2	-3	1	-3	1
52	-15	-2	4	-1	7
53	-3	4	3	1	20
54	4	-5	-2	0	-3
55	-4	3	-2	-2	60*
56	12	-1	4	-2	12
57	-4	6	1	-4	-17
58	-3	-2	1	-2	0

With a hit mark in HSF1 inhib, among the entries above:
No. | Structure | aSyn UTR inh | KLF5 inh | HSF1 inhib | Dyrk1A ADPGlo | Platelet DG rel | HSP90 refold inh | GSK3B inh | GSK3 alpha inh | HSF1 activator
35 | CCCNC(=O)c1ccc2c(=O)c(O)c(-c3cccc(Br)c3)[nH]c2c1 | 84* | · | -52* | -1 | 1 | · | 0 | 0 | -61
